RGS4 inh – Inhibitors of Regulator of G Protein Signaling (RGS) 4: qHTS. Potency, µM (top dose mostly 114 µM), for inactives: top-dose activity change, negative = inhibition, hits mostly inhibitors. Transcreener GDP fluorescence polarization, RGS4-accelerated GTP hydrolysis. 0.039% of 390,000 active. Regulator of G-protein signaling 4 (Homo sapiens), P49798; further: potency means the concentration at half of the fitted maximal effect; on the % scale 0 is the no-effect control and ±100 the full control effect; nearly all actives have a fitted effect of over 75% in size; some results filed as inactive show a strong effect at the top dose
Target sequence (P49798 whole entry, looked up): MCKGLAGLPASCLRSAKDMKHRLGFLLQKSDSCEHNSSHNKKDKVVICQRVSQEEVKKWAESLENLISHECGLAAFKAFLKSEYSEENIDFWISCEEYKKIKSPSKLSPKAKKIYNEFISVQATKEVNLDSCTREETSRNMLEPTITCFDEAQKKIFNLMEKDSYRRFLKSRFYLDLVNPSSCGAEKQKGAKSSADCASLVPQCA
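MLSMR compounds (23 nl, pin-transferred) preincubated 10 min at room temperature with a 500nM (2x) first reagent, then RGS4 at 900nM (2x) plus Transcreener GDP mix added; fluorescence polarization (620/688 nm) read before and after 90 min at 30 °C.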
ERG-DNA inh – qHTS for Small Molecule Inhibitors of the ERG Ets/DNA interaction | Transcriptional regulator ERG (Homo sapiens), P11308 | fluorescence polarization, His-ERG Ets domain / labelled DNA | Potency, µM (series often up to 76.9 µM), without a hit: top-dose FP activity, negative = inhibition, actives largely listed as inhibitors | 0.028% of 370,000 active; active means well fitted inhibition curve with a large enough effect in the polarisation, with a control signal flat; inconclusive means small, poorly fitted or top-dose-only effect, or effect the other way, or a change in a side signal; inactive means no such curve, though single readings can be large or run the other way; the % refers to the polarisation;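 further: polarization taken with two DNA probes labelled with fluorescein and Texas red; potency means the concentration at half of the fitted maximal effect; % of control where 0% means no effect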
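His-tagged ERG Ets domain (1 uM in the protein solution; 300mM KCl, 50mM Tris-HCl, 1mM EDTA, 1mM DTT, pH 7.5) received compound, then a probe mix of 5 nM fluorescein-DNA and 100nM Texas-615-DNA. Fluorescence polarization was read for both dyes.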
ALOX12 inh – Primary qHTS assay for inhibitors of human arachidonate 12S-lipoxygenase (ALOX12): Round 2 | Potency, µM (top dose mostly 108 µM), for inactives: at the top dose activity change, negative = inhibition, hits mostly inhibitors | 1.1% of 580,000 active | purified 12hLO, xylenol orange hydroperoxide absorbance; further: potency means the concentration at half of the fitted maximal effect; on the % scale 0 is the no-effect control and ±100 the full control effect
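Purified human 12hLO (150 nM final) in 25 mM Hepes, 0.01% Triton X-100, pH 7.0 was preincubated 15 min at room temperature with compound. Then 40 uM arachidonic acid was added, 30 min. Hydroperoxide was read by Fe-XO absorbance ratio 573/405 nm.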
Anesthetic bind – qHTS Assay for Identification of Novel General Anesthetics | Ferritin light chain (Equus caballus), P02791 | apoferritin/1-aminoanthracene competitive binding, fluorescence | Potency, µM (top dose mostly 77.5 µM), for inactives: at the highest dose activity change, negative = displacement, hits mostly inhibitors | 0.074% of 350,000 active | AID 485281, 2010; further: potency means the concentration at half of the fitted maximal effect; on the % scale 0 is the no-effect control and ±100 the full control effect; nearly all actives have a fitted effect of over 20% in size
Target sequence (P02791 2-175 limits assumed): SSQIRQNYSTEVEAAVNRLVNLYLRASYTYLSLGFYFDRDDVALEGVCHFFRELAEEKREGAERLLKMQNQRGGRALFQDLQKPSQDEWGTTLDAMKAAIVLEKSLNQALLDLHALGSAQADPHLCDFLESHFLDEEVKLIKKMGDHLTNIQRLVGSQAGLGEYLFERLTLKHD
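Apoferritin-based anesthetic binding model; compound displacement of fluorescent 1-AMA measured as endpoint fluorescence after 10 minutes at room temperature, scaled to free-ligand and complex controls.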
Pol beta inh – qHTS Assay for Inhibitors of DNA Polymerase Beta | P06746 | Pol beta primer extension/strand displacement, fluorescence kinetic | Potency, µM (titrated, usually from 114 µM), for inactives: at the highest dose activity change, negative = inhibition, actives largely listed as inhibitors | 1.3% of 340,000 active | AID 485314, 2010; further: potency means the concentration at half of the fitted maximal effect; on the % scale 0 is the no-effect control and ±100 the full control effect
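10 nM enzyme + cpd, 15 min RT; start with substrate 50 nM final; read 0 min and after 10 min RT. Corrected, normalized data; 4-parameter Hill curve fit.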
POLH inh – qHTS for Inhibitors of Polymerase Eta; Potency, µM (top dose mostly 114 µM), inactives show top-dose activity change, negative = inhibition, hits mostly inhibitors; AID 588591, 2011; recombinant Pol eta, fluorescent DNA replication assay; 1.2% of 390,000 active; DNA polymerase eta (Homo sapiens), Q9Y253; further: potency means the concentration at half of the fitted maximal effect; on the % scale 0 is the no-effect control and ±100 the full control effect
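Fluorescent replication assay: 50 nM final substrate added after a 15 min room-temperature compound preincubation with 10 nM enzyme. Signal taken at 0 min and again at 10 min.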
LDHA block – qHTS assay for inhibitors of human lactate dehydrogenase. purified LDHA, NADH/diaphorase-resazurin fluorescence; stronger effect = lower value. activity change, % (values are at about 110 or 230 µM). 0.15% of 480,000 active. AID 1347041, 2019; in the data active means activity change below about -30%; inconclusive means mostly about -25% to -30%;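 further: plate controls were DMSO wells for no effect and wells without enzyme for full effect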
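Enzyme activity of human lactate dehydrogenase 5 (2 nM; 0.06 mM NADH, 0.2 mM pyruvate, 5 min, RT) is measured via a resazurin/diaphorase fluorescence readout of residual NADH.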
APE1 inh – qHTS Assay for Inhibitors of the Human Apurinic/apyrimidinic Endonuclease 1 (APE1); DNA repair nuclease/redox regulator APEX1 (Homo sapiens), P27695; recombinant APE1, TAMRA/BHQ-2 abasic DNA cleavage fluorescence; Potency, µM (doses to about 65.8 µM), inactives show at the top dose activity change, negative = inhibition, actives largely listed as inhibitors; 0.35% of 350,000 active;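 further: potency means the concentration at half of the fitted maximal effect; plate controls were vehicle for no effect and reference inhibitor for full effect; nearly all actives have a fitted effect of over 55% in size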
Target sequence (P27695 whole entry, looked up): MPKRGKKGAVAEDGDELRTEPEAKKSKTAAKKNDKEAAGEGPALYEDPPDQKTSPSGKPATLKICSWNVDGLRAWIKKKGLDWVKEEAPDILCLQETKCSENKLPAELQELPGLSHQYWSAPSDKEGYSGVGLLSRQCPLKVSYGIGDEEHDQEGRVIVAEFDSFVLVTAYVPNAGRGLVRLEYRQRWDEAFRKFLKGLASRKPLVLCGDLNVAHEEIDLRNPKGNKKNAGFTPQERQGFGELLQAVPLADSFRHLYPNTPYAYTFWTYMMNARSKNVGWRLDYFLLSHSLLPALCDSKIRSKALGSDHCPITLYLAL
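Enzyme (0.75 nM final) and test compound are incubated 15 min at room temperature before adding 50 nM quenched THF abasic-site duplex. Cleavage dequenches TAMRA, followed at 525/598 nm over three reads one minute apart.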
Pol kappa inh – qHTS for Inhibitors of Polymerase Kappa. 0.53% of 400,000 active. purified Pol kappa, fluorescent DNA synthesis assay, 10 min. DNA polymerase kappa (Homo sapiens), Q9UBT6. Potency, µM (highest dose often 107 µM), for inactives: at the highest dose activity, negative = inhibition, actives largely listed as inhibitors. AID 588579, 2011; further: potency means the concentration at half of the fitted maximal effect; on the % scale 0 is the no-effect control and ±100 the full control effect
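Kinetic fluorescence readout at 0 and 10 min followed reaction start with substrate at 50 nM final. Beforehand, enzyme (10 nM Pol kappa) stood 15 min with compound at room temperature; buffer-only wells were negative controls.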
An asterisk follows results filed as active; ? = inconclusive; · = no result given; & = joins results of further samples; [ ] = dose if it differs, or a comment. Unless noted, the call rests on the fitted dose curve; in most records, active means well fitted curve in the direction sought with a large enough effect; inconclusive means small, poorly fitted or top-dose-only effect, or another doubt; inactive means no such curve, though single readings can be large; an effect the other way counts as inactive or inconclusive. Some of the compounds tested (hit frequency here may not be typical).

SMILES	RGS4 inh	ERG-DNA inh	ALOX12 inh	Anesthetic bind	Pol beta inh	POLH inh	LDHA block	APE1 inh	Pol kappa inh
COc1ccc(Cn2c(C(=O)O)c(CNC3CCCCCC3)c3ccc(OC)cc32)cc1	-1%	-1%	-7%	-2%	-1%	-13%	2	·	4%
CCOc1ccc2nc(N3CCCC(C(=O)Nc4cc(C)ccc4C)C3)sc2c1 (centres undefined)	51%	-9%	-30%	0%	2%	-6%	-2	·	-4%
COc1cc(N=Cc2c(O)[nH]c3ccccc23)cc(OC)c1OC	-20%	·	?	-14%	1%	?	-3	6%	-22%
CCN(CC)S(=O)(=O)c1cccc(NC2=NCCCCC2)c1	13%[11.4 µM]	-1%	-11%	-13%	2%	-21%	-5	?	0%
CC(O)CNCCNCc1c(OCc2ccccc2)ccc2ccccc12 (centres undefined)	-8%	·	4%	-19%	11%	-4%	7	-9%	-5%
COc1ccc(OC)c(C(=O)N(C)C2CCCN(Cc3ccccc3F)C2)c1 (centres undefined)	-10%	5%	25%	-6%	?	-5%	-4	-19%	-16%
COc1ccc(NC(=O)C(Br)C(C)C)cc1 (centres undefined)	-9%	12%	1%	?	0%	-9%	-4	-3%	-8%
O=C(O)CSc1c2c(nc3cc(C(=O)N4CCOCC4)ccc13)CCCC2	-38%	-4%	-21%	-7%	14%	-2%	22	-6%	-9%
c1cc(C(c2nnnn2C2CCCC2)N2CCOCC2)ccn1 (centres undefined)	12%	·	15%	1%	11%	-3%	-1	15%	-6%
CCOc1ccccc1Nc1nc2ccccc2nc1NS(=O)(=O)c1ccc(Cl)cc1	21%	1%	?	7%	15%	6%	-10	·	-3%
Cc1ccc(CNC(=O)C2CCN(S(=O)(=O)c3cc(-c4noc(C)n4)ccc3C)CC2)cc1	1%	19%	-20%	-22%	18%	-23%	2	·	-2%[60.1 µM]
CCOC(=O)c1sc(N(Cc2ccccc2)C(=O)CN2C(=O)CN(C)C2=O)nc1C	-10%	-7%	-1%	-19%	0%	-20%	1	-2%	-8%
CN(Cc1ccco1)c1ncnc2ccc(-c3ccc4c(c3)OCO4)cc12	-11%	·	?	-9%	·	-15%	4&-1	-24%&3%&-4%	-9%
COc1ccc(-c2nc(CS(=O)CC(=O)NC3CCCCCC3)c(C)o2)cc1 (centres undefined)	13%[11.4 µM]	2%	-16%	-8%	2%	-11%	-3	-2%	-3%
COc1ccc(NC(=O)COC(=O)c2cccc(S(=O)(=O)N(C)C)c2)cc1	0%	-4%	-9%	-8%	-4%	-7%	-6	-2%	-5%
COc1ccc(-c2nn(-c3ccccc3)cc2C(=O)NC(=S)Nc2cc(Cl)ccc2Cl)cc1	2%	9%	?	2%	1%	-10%	-3	-4%	-8%
Cc1ccc(NC(=O)C(C)C(=O)Nc2ccc(C)cc2)cc1	-4%	-13%	-5%	-8%	-18%	-9%	-1	-1%	-8%
COc1cccc(C=NNc2ccc([N+](=O)[O-])cn2)c1OC	-12%	2%	1%	·	·	-16%	-5	·	-2%
C=CCNc1cnn(-c2ccccc2)c(=O)c1Cl	-24%[11.4 µM]	5%	4%	-10%	30%	-3%	1	23%	4%[60.1 µM]
CC1(C)CCCN(C(=O)c2coc(=O)c(Br)c2)C1	-32%	·	?	66%[activator]	0.45µM*	0.89µM*	-13	4µM*	14µM*

6 compounds picked at random from those above:
SMILES	RGS4 inh	ERG-DNA inh	ALOX12 inh	Anesthetic bind	Pol beta inh	POLH inh	LDHA block	APE1 inh	Pol kappa inh
c1cc(C(c2nnnn2C2CCCC2)N2CCOCC2)ccn1 (centres undefined)	12%	·	15%	1%	11%	-3%	-1	15%	-6%
COc1ccc(NC(=O)C(Br)C(C)C)cc1 (centres undefined)	-9%	12%	1%	?	0%	-9%	-4	-3%	-8%
COc1ccc(OC)c(C(=O)N(C)C2CCCN(Cc3ccccc3F)C2)c1 (centres undefined)	-10%	5%	25%	-6%	?	-5%	-4	-19%	-16%
CCN(CC)S(=O)(=O)c1cccc(NC2=NCCCCC2)c1	13%[11.4 µM]	-1%	-11%	-13%	2%	-21%	-5	?	0%
C=CCNc1cnn(-c2ccccc2)c(=O)c1Cl	-24%[11.4 µM]	5%	4%	-10%	30%	-3%	1	23%	4%[60.1 µM]
CCOC(=O)c1sc(N(Cc2ccccc2)C(=O)CN2C(=O)CN(C)C2=O)nc1C	-10%	-7%	-1%	-19%	0%	-20%	1	-2%	-8%

(next part)
SMILES	RGS4 inh	ERG-DNA inh	ALOX12 inh	Anesthetic bind	Pol beta inh	POLH inh	LDHA block	APE1 inh	Pol kappa inh
CCn1c(Cc2cccs2)nnc1SCC(=O)Nc1ccc(OC)c(OC)c1	1%	-2%	0%	?	-9%	-14%	-5	4%	4%
Cc1cc(C)c2c(-n3cccc3)c(C(=O)NCCc3ccc(Cl)cc3)sc2n1	7%	1%	?	23%	2%	5%	-5	·	1%
CC1CN(S(=O)(=O)c2cccc(C(=O)OCC(=O)Nc3ccc4c(c3)OCO4)c2)CC(C)O1 (centres undefined)	-7%	6%	0%	?	10%	-5%	-1	-2%	-18%
COc1ccccc1NS(=O)(=O)c1cc(NC(=O)c2ccncc2)ccc1N1CCCC1	-27%	6%	0%	?	28%	-10%	-11	-6%	-14%
COc1ccccc1NC(=O)CN1CCN(CC(=O)Nc2cc(C)ccc2OC)CC1	16%	3%	0%	-5%	31%	-5%	0	8%	6%
COc1ccc(CCNC(=O)c2nnn(CC(=O)Nc3ccccc3)c2N)cc1OC	-30%	-3%	-23%	-14%	?	5%	-8	4%	-12%
COc1ccc(-c2nc3n(n2)C(c2ccc(O)cc2)C(C(=O)Nc2cccnc2)=C(C)N3)cc1OC (centres undefined)	-1%	-5%	-17%	-2%	-14%	-11%	-9	·	-12%
Cc1cccc(C)c1NC(=O)c1csc2c1CCCC2	-3%	5%	-14%	-5%	10%	4%	-2	·	-2%
COc1ccc(-c2cn3cccnc3n2)cc1F	5%	-1%	13%	292%[activator]	97%	-20%	0	17%	-17%
COc1ccc(C2(CN(C(C)=O)C(C)=O)CCCC2)cc1OC	-19%	-3%	0%	-3%	1%	-14%	-1	6%	-13%
CC1CCCCN1c1cc2c(cc1F)c(=O)c(S(=O)(=O)c1ccccc1)cn2Cc1ccccc1 (centres undefined)	-52%	10%	-3%	47%[activator]	23%	-10%	-2	·	-28%
CCCCN1C2=C(C(=O)CCC2)C(c2ccc(Cl)c(Cl)c2)C2=C1c1ccccc1C2=O (centres undefined)	-12%	7%	-11%	?	6%	-18%	5	0%	-2%
COc1cc2c(cc1OC)CN(C(=O)Nc1ccccc1)CC2	0%&36%	6%&0%	2%&0%	-12%&4%	43%&6%	-14%	-2&-2	7%	4%&0%
COc1cc(NC(=O)COc2ccccc2Cl)ccc1NC(=O)C(C)C	6%	0%	0%	-10%	1%	-5%	-5	-6%	5%
CNC(=O)c1ccccc1NC(=O)C1CC(=O)N(C(C)C)C1 (centres undefined)	3%	-1%	8%	-14%	3%	3%	-7	-6%	-14%
Cc1c(N=Cc2cc(Br)cc(Br)c2O)cccc1C(=O)O	-30%	1%	50µM*	83%[activator]	-24%	?	12	3%	-33%
Cc1ccc(-n2c(=O)c3c(c4cc(C)ccc4n3C)n(CC(=O)NCCC3=CCCCC3)c2=O)cc1	-9%	4%	-18%	-6%	0%	2%	1	·	4%
CN1CCCN(S(=O)(=O)c2cccc(Cl)c2Cl)CC1	19%	-5%	-23%	-9%	0%	-13%	-9	0%	6%
CCn1cc(CN2CCCC(C(=O)Nc3cccc(-c4cc5ccccc5[nH]4)c3)C2)c(C)n1 (centres undefined)	38%	2%	?	-16%	29%	-16%	-1	3%	-9%
C/C(CCc1oc2ccccc2c1-c1ccc(C)o1)=N/O	?	6%	0%	-18%	-5%	-26%	9	-5%	1%
CC(C)N=C(Nc1cccnc1)c1ccccc1	-4%	-20%	?	2%	-3%	-2%	-6	34%	4%
COc1cc(C)c(Cl)cc1S(=O)(=O)N(C)C	14%	-2%	0%	-2%	-15%	-17%	-4	23%	-18%

Compound activity from PubChem BioAssay.
